a7 integrin act – integrin-mediated muscular dystrophy alleviation activation | alpha7betagal myoblasts, beta-gal FDG fluorescence, 48 h | Potency, µM (titrated, usually from 38.3 µM), for the others: at the highest dose activation, most hits filed as activators | actives 0.064% (n = 350,000) | AID 624291;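 further: potency means the concentration at half of the fitted maximal effect; 100% = response of the positive control SU9516; nearly all actives have a fitted effect of over 60% in size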
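Alpha7betagal+/- myoblasts (passage 13) were plated 16-24 hr, then exposed to compounds (1:260 dilution of DMSO stock) for 48 hours at 37C. After MPER lysis, β-galactosidase reporter activity was read as FDG fluorescence (ex 480/em 540) after 30 minutes.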
TCR activator – T cell receptor activation. Potency, µM (highest dose often 9.22 µM), inactives show top-dose activation of IL-2 secretion, most hits filed as activators. AID 504894. primary human leukocytes, anti-CD3, IL-2 HTRF, 48 h. 330,000 tested, under 10 active; further: % of control where 0% means no effect
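IL-2 release read by HTRF sandwich (Eu cryptate donor, d2 acceptor, 665 nm emission) after 48 hr exposure of primary human leukocytes to compound together with anti-CD3 beads in the absence of co-stimulatory signals.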
ELG1 repair inh – blocks ELG1-dependent DNA repair in HEK293T cells; HEK293T ELG1-luciferase reporter, luminescence, 16 h; DNA damage induced by 5-fluorouridine; Potency, µM (highest dose often 46.1 µM), without a hit: top-dose activity change, negative = inhibition, usual class: inhibitors; actives 2.3% (n = 330,000); AID 504467; further: potency means the concentration at half of the fitted maximal effect; on the % scale 0 is the no-effect control and ±100 the full control effect; nearly all actives have a fitted effect of over 55% in size
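Quantitative HTS, concentration-response format. 2,000 cells/well co-treated with 5-fluorouridine and compound, 16 hr in 5% CO2 at 37 °C; ONE-Glo luminescence read after 30 min.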
TSG101-PTAP inh – blocks PTAP/TSG101 interaction to inhibit HIV-1 budding. Fluorescence polarization, FITC-PTAP peptide / Tsg101 binding. Potency, µM (titrated, usually from 115 µM), inactives show at the highest dose activity change, negative = inhibition, usual class: inhibitors. AID 493005. 340,000 tested, under 10 active. Q99816; active means well fitted inhibition curve with a large enough effect in the main read-out, with a control signal flat, not every such curve was filed as active; inconclusive means small, poorly fitted or top-dose-only effect, or effect the other way, or a change in a side signal; inactive means no such curve, though single readings can be large or run the other way; further: potency means the concentration at half of the fitted maximal effect; % of control where 0% means no effect
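FP read-out: FITC-PTAP peptide, 50 nM final, binding Tsg101 binding domain, 10 uM final; 20 min, r.t.; 10 mM HEPES pH 7.5, 0.15 M NaCl, 0.01% Tween 20, 3 mM EDTA, 0.1 mM TCEP.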
A-T KAP1 phos – potential ataxia-telangiectasia treatments restoring KAP-1 phosphorylation; […] A-T fibroblasts, KAP-1 phosphorylation AlphaLISA; neocarzinostatin DNA damage 30 min before lysis; Potency, µM (series often up to 57.5 µM), without a hit: at the top dose activation, hits mostly activators; actives 0.19% (n = 320,000); further: potency means the concentration at half of the fitted maximal effect; % of control where 0% means no effect; nearly all actives have a fitted effect of over 45% in size
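hTERT-immortalized A-T patient fibroblasts ([…]), 500 cells/well in OPTI-MEM, 1% FBS, got compounds for 60 min, then NCS for 30 min at 37C. Lysates were then assayed for phospho-KAP-1 by AlphaLISA (anti-pKAP1 donor, anti-KAP1 acceptor beads), 6 hr at 25C.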
ASM inhibitor – inhibitors of human secretory acid sphingomyelinase. P17405. placental ASM, HMU-PC fluorogenic substrate, 60 min. Potency, µM (highest dose often 57.5 µM), for inactives: at the highest dose activity change, negative = inhibition, actives largely listed as inhibitors. actives 0.006% (n = 340,000); further: potency means the concentration at half of the fitted maximal effect
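Human placenta-derived ASM preincubated with compound 10 min at room temperature, then reacted with 9 uM (final) fluorogenic HMU-PC substrate for 60 min at 37 C. Stop solution raises pH to 10; fluorescence read at Ex 386/Em 447 nm.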
Chronic BCR inh – inhibitors of chronic active B-cell receptor signaling. ABC-DLBCL IkBa-CBG/CBR reporter, luminescence ratio, 4 h. Potency, µM (highest dose often 46.1 µM), inactives show at the highest dose ratio change, negative = lower green/red ratio, usual class: inhibitors. actives 0.05% (n = 340,000). AID 493014; active means well fitted inhibition curve with a large enough effect in the signal ratio, with a control signal flat, not every such curve was filed as active; inconclusive means small, poorly fitted or top-dose-only effect, or effect the other way, or a change in a side signal; the % refers to the signal ratio;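 further: potency means the concentration at half of the fitted maximal effect; plate controls were basal doxycycline-induced cells for no effect and cells given 10 µM MG132 for full effect; MG132 reads +100%, hits lower the ratio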
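Doxycycline induced both beetle luciferases in TMD8 lymphoma cells; IKK-driven degradation limits the IkappaBalpha-fused green signal, while red luminescence normalises for cell number and nonspecific effects. Compounds tested up to 46 uM, 4 hrs.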
Eya2 inh – blocks the phosphatase activity of human Eya2; actives 0.006% (n = 330,000); recombinant Eya2, OMFP fluorescence dephosphorylation (OMFP is methylfluorescein phosphate); Potency, µM (highest dose often 76.9 µM), for the others: at the top dose activity, negative = inhibition, usual class: inhibitors; O00167; further: potency means the concentration at half of the fitted maximal effect; on the % scale 0 is the no-effect control and ±100 the full control effect
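Eya2 (0.2 uM) preincubated 10 min at ambient with compound, then OMFP substrate added at 50 uM; 10 min reaction in 50 mM HEPES pH 7.5, 50 mM NaCl, 5 uM MgCl2, 0.05% BSA, 1 mM DTT. Fluorescence read at Ex 485/Em 525 nm.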
Mito fusion act – mitochondrial division inhibition or fusion activation; S. cerevisiae fusion-defective mutant growth rescue, CellTiterGlo 48 h; Potency, µM (top dose mostly 46.1 µM), for inactives: at the top dose growth rescue (activation), actives largely listed as activators; actives 0.23% (n = 320,000);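 further: potency means the concentration at half of the fitted maximal effect; % of control where 0% means no effect; nearly all actives have a fitted effect of over 45% in size; temperature-sensitive fusion mutants such as fzo1-1 at 37 °C on non-fermentable ethanol glycerol medium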
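Growth-rescue viability read-out: after 48 h at the non-permissive 37C in glycerol/ethanol YPEG, yeast mitochondrial fusion mutants are measured by CellTiterGlo luminescence; compounds (23 nl pinned per well) restoring growth score as division inhibitors or fusion activators.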
Tb PFK block – T. brucei PFK enzyme inhibition; O15648; T. brucei PFK, ADP-Glo luminescence; Potency, µM (series often up to 57.5 µM), for inactives: at the highest dose activity, negative = inhibition, actives largely listed as inhibitors; actives 0.17% (n = 330,000); AID 485367;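 further: potency means the concentration at half of the fitted maximal effect; 0% = uninhibited 1x PFK enzyme wells and -100% = no-enzyme wells; nearly all actives have a fitted effect of over 60% in size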
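PFK 1.25 nM, F6P 0.5 mM, ATP 0.1 mM, 0.1 M TEA pH 8.0, 5 mM MgCl2, 0.01% Tween20, 0.1% BSA; 45 min RT. ADP-Glo readout. qHTS titration up to 57 uM; curves fitted, compounds curve-classed.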
TSHR antagonist – blocks TSH signaling through the human TSH receptor. P16473. TSHR-expressing cells, TSH-stimulated cAMP HTRF, 2 h; active compounds read low. activity change, negative = inhibition, % at 11.5 µM. actives 0.2% (n = 330,000);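 active means activity change below a set negative limit, meaning inhibition stronger than a set level, cut at about -70% in these data; inconclusive means activity change between two set negative limits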; further: on the % scale 0 is the no-effect control and ±100 the full control effect
Target sequence (P16473 whole entry, looked up): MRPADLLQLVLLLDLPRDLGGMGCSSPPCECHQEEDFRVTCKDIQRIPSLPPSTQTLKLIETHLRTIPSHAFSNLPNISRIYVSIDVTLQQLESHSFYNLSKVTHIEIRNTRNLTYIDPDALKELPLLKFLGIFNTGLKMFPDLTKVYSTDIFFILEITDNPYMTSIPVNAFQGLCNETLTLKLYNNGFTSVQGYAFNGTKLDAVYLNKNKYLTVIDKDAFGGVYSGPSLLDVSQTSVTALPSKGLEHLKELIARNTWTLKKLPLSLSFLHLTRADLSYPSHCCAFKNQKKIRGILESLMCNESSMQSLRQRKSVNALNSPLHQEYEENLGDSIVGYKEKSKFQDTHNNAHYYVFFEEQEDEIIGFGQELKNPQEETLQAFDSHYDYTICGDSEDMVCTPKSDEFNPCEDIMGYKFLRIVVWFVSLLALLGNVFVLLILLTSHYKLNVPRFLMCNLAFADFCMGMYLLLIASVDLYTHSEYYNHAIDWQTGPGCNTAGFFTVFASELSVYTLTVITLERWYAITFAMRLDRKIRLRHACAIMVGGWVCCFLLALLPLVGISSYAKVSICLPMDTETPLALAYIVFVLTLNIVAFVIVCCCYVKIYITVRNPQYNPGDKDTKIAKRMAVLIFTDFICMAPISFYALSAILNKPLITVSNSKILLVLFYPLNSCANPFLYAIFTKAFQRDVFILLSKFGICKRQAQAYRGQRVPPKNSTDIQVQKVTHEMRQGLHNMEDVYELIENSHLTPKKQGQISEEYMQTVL
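Freshly harvested TSHR cells receive pin-tooled compound, then EC80 TSH at 4nM final. After 2 hours at 37 deg C, antibody in lysis buffer and cAMP-d2 are added; 30 minutes at ambient temperature precede the HTRF read.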
An asterisk follows results filed as active; ? = inconclusive; . = no result given; [ ] = another dose, or the depositor's remark. Unless noted, the call rests on the fitted dose curve; in most records, active means well fitted curve in the direction sought with a large enough effect; inconclusive means small, poorly fitted or top-dose-only effect, or another doubt; inactive means no such curve, though single readings can be large; an effect the other way counts as inactive or inconclusive.

SMILES | a7 integrin act | TCR activator | ELG1 repair inh | TSG101-PTAP inh | A-T KAP1 phos | ASM inhibitor | Chronic BCR inh | Eya2 inh | Mito fusion act | Tb PFK block | TSHR antagonist
Cc1cc2cc(C#N)c(SCC(=O)Nc3nonc3C)nc2cc1C | 11% | 0% | ? | 4% | -3% | 2% | ? | -4% | 1% | -8% | -4
CCOC(=O)c1[nH]c(C)c(C(=O)OCC(=O)N(CC)C2CCS(=O)(=O)C2)c1C (stereo not given) | -11% | 1% | 12% | -3% | 6% | 0% | ? | 14% | -2% | -8% | 12
O=C(NC1CCCCC1)c1ccc(Br)o1 | -4% | 6% | -2% | 0% | 1% | 1% | -9% | 12% | 7% | -1% | -14
COc1ccc(NC(=O)Nc2ccc3c(c2)C(=O)N([C@H](C)CO)C[C@H](C)[C@@H](CN(C)C(=O)Nc2ccccc2)O3)cc1 | 18% | 5% | 16% | -5% | 1% | -2% | 1% | 6% | . | -6% | 3
O=c1c2[nH]c3ccc(F)cc3c2ncn1Cc1ccncc1 | -4% | 3% | 5% | -6% | 2% | -3% | 5% | -2% | -1% | 10% | -1
Cc1cccc(C)c1NC(=O)C1(N(Cc2ccco2)C(=O)c2ccccn2)CCCC1 | 0% | -3% | -5% | -4% | -6% | 2% | -2% | 0% | 4% | 0% | 17
O=c1nc(N2CCOCC2)ccn1-c1nc(-c2ccccc2)sc1-c1ccccc1 | 0% | 2% | 6% | -4% | -8% | 2% | 6% | ? | -8% | 14% | -8
COc1ccccc1CNC(=O)C/C(C)=N/NC(=O)Cc1ccc(Cl)cc1 | 2% | -2% | -2% | 0% | 1% | 0% | 2% | 8% | 5% | -13% | -20
O=S(=O)(c1ccc(Oc2ccc(Br)cc2)cc1)N1CCOCC1 | -5% | -3% | -16% | -2% | -4% | -5% | 6% | -19% | 8% | -3% | -47
O=C(c1cc(=O)c2ccccc2o1)N1CCN(c2ccccc2F)CC1 | 2% | -5% | 17% | -1% | -1% | -3% | 16% | -10% | 0% | 0% | -4
CCc1ccc(NC(=O)NCCCN2CCCC2=O)cc1 | 14% | 5% | ? | -9% | 11% | 9% | -9% | -2% | 2% | 0% | 6
O=S(=O)(c1ccc2ccccc2c1)N1CCNCC1 | 9% | . | ? | 2% | 5% | -2% | -6% | 10% | 1% | 3% | 1
Cc1cccc2c1c1ccc3c(c1n2C)C(=O)C=CC3=O | -22% | -27% | -25% | -2% | 1% | -9% | ? | 15% | -1% | -9% | -8
CCOC(=O)C1=C(C)NC2=C(C(=O)CCC2)C1c1coc2ccccc2c1=O (stereo not given) | 27% | -6% | 10% | -18% | 2% | 3% | ? | -4% | 0% | 1% | 1
Cc1cc(N2CCN(C(=O)c3ccco3)CC2)c2ccccc2n1 | 32% | 0% | -9% | -6% | 4% | -3% | ? | 6% | 0% | 1% | -4
COc1ccc(/C=C/C(=O)NC(=S)NNC(=O)c2c(-c3ccccc3)noc2C)cc1 | -8% | -3%[46.1 µM] | 1% | 1% | -4% | 0% | 6% | -2% | -13% | 14% | -18
CN(C)S(=O)(=O)c1ccc(C(=O)NCc2nnc(SCC(=O)NCc3ccco3)o2)cc1 | -13% | 6% | 1% | . | 2% | -1% | 2% | -3% | 1% | -5% | 22
Cc1ccc(C)c(NC(=O)c2ccc(OC(=O)c3ccco3)cc2)c1 | 4% | 7% | ? | 0% | 13% | 2% | ? | 17% | 0% | -4% | -15
O=C1NC(c2cc3c(cc2Cl)OCO3)Oc2ccccc21 (stereo not given) | -38% | . | -9% | -7% | 4% | -3% | 1% | 10% | 5% | 5% | -1
CC(C)(C)c1ccc(C(=O)NCCOc2ccccc2F)cc1 | 18% | 6% | ? | 1% | 2% | 0% | 1% | -11% | -1% | 14% | -8
O=C(C1CC(=O)N(c2ccc(Cl)cc2)C1)N1CCOCC1 (stereo not given) | 17% | -1% | 2% | -1% | -5% | 1% | 1% | 6% | -2% | -1% | 13
Cc1nonc1OCCN1CCN(c2ccc([N+](=O)[O-])cc2)CC1 | 12% | -3% | 21µM* | -3% | -5% | -11% | 9% | -2% | -15% | -3% | -2
O=C(COC(=O)c1nc(Cl)ccc1Cl)NNC(=O)c1cccs1 | -4% | -1% | 14% | -2% | -2% | . | -18% | 11% | -3% | 2% | 1
O=C1c2ccccc2C(=O)N1c1cccc(-c2csc(Nc3ccc4c(c3)OCO4)n2)c1 | . | -1%[46.1 µM] | ? | . | 0% | . | ? | 3% | 19% | 9% | 1
O=C1C(Oc2ccccc2)C(c2cccs2)N1Cc1ccc2c(c1)OCO2 (stereo not given) | 13% | -8% | -6% | -2% | -4% | -2% | 0% | 10% | 1% | 4% | 22
CCOC(=O)C1CCN(c2nc(-c3ccc(C)cc3)nc3ccccc23)CC1 | -4% | -3% | ? | -3% | 19% | -13% | -15% | -1% | -2% | -5% | -37
O=C(CN1c2cccc3cccc(c23)S1(=O)=O)Nc1cccc(S(=O)(=O)N2CCOCC2)c1 | -28% | 0%[46.1 µM] | ? | -1% | 26% | 35%[activator] | ? | -27% | -2% | 0% | -14
N#CCCn1c(SCC(=O)Nc2ccc(N3CCOCC3)cc2)nc2ccccc21 | 18% | -6%[46.1 µM] | -7% | -6% | -2% | 0% | ? | -2% | -3% | 9% | 0
CSc1ncccc1C(=O)NC(C)CCc1ccccc1 (stereo not given) | ? | -1% | -18% | -1% | ? | 6% | -4% | 2% | 0% | -13% | 5
O=C(O)c1ccc(CSC2CCCCC2)cc1 | -10% | -8% | 17% | 0% | -2% | 0% | ? | 4% | ? | 1% | 0
O=C(Nc1ccc(F)cc1)C1CCC(N2C(=O)c3ccccc3C2=O)CC1 (stereo not given) | 9% | -34% | 2% | -5% | -4% | 0% | 7% | 7% | 7% | -8% | 3
O=[N+]([O-])c1cccc(S(=O)(=O)NC2CC3CCC2C3)c1 (stereo not given) | 1% | 15% | -11% | -3% | 7% | -1% | 8% | -12% | -2% | 1% | 4
CCS(=O)(=O)N1Cc2ccccc2CC1C(=O)Nc1cccc(OC)c1 (stereo not given) | 17% | 1% | 2.3µM* | -7% | ? | 1% | ? | -24% | ? | 6% | 23
COC1=C/C(=C/c2c(O)c(C#N)c3ccccn23)C=CC1=O | ? | 3% | ? | -13% | -6% | 181%[activator] | ? | 11% | 0% | 5% | -3
Cc1nc(-c2cccnc2)sc1C(=O)Nc1cccc(C(F)(F)F)c1 | -15% | 8% | ? | -1% | 8% | -22% | ? | 0% | 10% | 0% | -10
Cc1ccc(NC(=O)CCNC(=O)c2ccco2)cc1Cl | 6% | -1% | 11% | 2% | 3% | 0% | -15% | 17% | -7% | 1% | -11
Cc1cccc(C(=O)OCC(=O)NC(=O)Cc2ccccc2)c1O | 0% | 3% | -1% | -3% | 10% | -4% | 0% | -10% | -3% | 1% | -2
O=C(Nc1cccc(Cl)c1)c1ccncc1 | -1% | 11% | 9% | -5% | -11% | -3% | ? | -21% | 8% | 1% | -2
CCOc1cc(CN2CCN(c3ncccn3)CC2)ccc1OC | -20% | . | ? | 0% | 4% | -2% | 0% | 4% | -2% | -6% | 34
CC(C)c1ccc(Nc2ccc(C(=O)O)cc2[N+](=O)[O-])cc1 | 0% | 7% | -6% | -2% | -5% | -1% | 8% | -13% | ? | -10% | -21
Cc1ccc2cc3cc(C(=O)NCc4ccco4)oc3nc2c1 | -19% | -1% | 4% | -2% | 3% | -4% | ? | -8% | 1% | -7% | -1
O=C(Nc1cccc(-c2csc(Nc3cccc(C(F)(F)F)c3)n2)c1)c1ccccc1 | -34% | -2% | 21µM* | 0% | -3% | -9% | ? | 3% | -78%[inhibitor] | -10% | -9
